TEAD-YAP inh: TEAD-YAP interaction inhibition | inhibition, % at 9.12 µM | HEK-TIYL cells, TEAD-Gal4/YAP UAS-luciferase luminescence | actives 1.4% (n = 640,000); in the data active = inhibition above about 32%;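 note: 0% = median of test compound wells and 100% = reference inhibitor wells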
FBW7 activator: activators of human E3 ligase FBW7 | AlphaScreen FBW7–phospho-cyclin E peptide binding, activator screen | normalized activity (activation), % at 26.1 µM | actives 0.13% (n = 650,000); in the data active = normalized activity above about 1.9%;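 note: purified mutant Fbw7 with reduced substrate affinity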
Target sequence (Q969H0 whole entry, looked up): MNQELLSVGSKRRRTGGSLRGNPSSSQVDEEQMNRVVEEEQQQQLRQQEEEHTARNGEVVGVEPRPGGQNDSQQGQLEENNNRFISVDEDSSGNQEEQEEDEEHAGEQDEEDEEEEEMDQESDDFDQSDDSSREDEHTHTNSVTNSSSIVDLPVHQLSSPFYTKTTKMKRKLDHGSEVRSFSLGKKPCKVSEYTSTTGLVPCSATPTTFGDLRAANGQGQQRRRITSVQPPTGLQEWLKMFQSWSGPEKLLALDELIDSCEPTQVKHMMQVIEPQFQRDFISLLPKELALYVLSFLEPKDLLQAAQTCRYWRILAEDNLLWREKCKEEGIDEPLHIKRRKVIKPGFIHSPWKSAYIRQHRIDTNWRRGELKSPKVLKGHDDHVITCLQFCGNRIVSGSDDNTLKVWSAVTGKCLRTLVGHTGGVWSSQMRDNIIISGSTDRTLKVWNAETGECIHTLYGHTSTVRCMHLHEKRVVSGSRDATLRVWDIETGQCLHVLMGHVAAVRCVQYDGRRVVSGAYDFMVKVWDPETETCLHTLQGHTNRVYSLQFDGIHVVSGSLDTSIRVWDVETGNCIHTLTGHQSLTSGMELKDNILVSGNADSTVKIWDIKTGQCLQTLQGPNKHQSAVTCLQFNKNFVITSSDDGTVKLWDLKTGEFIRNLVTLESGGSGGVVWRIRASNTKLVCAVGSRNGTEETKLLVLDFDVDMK
GPR151 ag: human GPR151 activation; Q8TDV0; PathHunter beta-arrestin GPR151 cells, luminescence; activation, % at 11.2 µM; actives 1% (n = 650,000); AID 1508602; in the data active = activation above about 4.9%;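 note: 0% = median of compound wells and 100% = cells with positive control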
MITF inh: human MITF inhibition, primary screen; O75030; AlphaScreen MITF homodimerization, bead proximity signal; inhibition, % at 2.6 µM; actives 0.91% (n = 650,000); in the data active = inhibition above about 50%;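 note: 0% = vehicle wells with protein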
Active calls of the source: *.

SMILES	TEAD-YAP inh	FBW7 activator	GPR151 ag	MITF inh
O=C(CSc1nc(Nc2ccccc2)nc(N2CCOCC2)n1)N1CCc2ccccc21	-10	-0.1	-0.1	0
N#Cc1ccccc1CS(=O)(=O)c1nc2ncccc2[nH]1	-1	0.0	0.9	2
CC(=O)SCC(=O)N=c1sc2cc(Br)ccc2n1C	-3	-0.1	-2.1	-9
CN(C)CCNc1cc(-c2ccccn2)nc(-c2ccncc2)n1	0	-0.3	0.0	-7
O=C(O)c1ccc(NC(=O)c2ccc3c(c2)C(=O)N(Cc2ccco2)C3=O)cc1	0	-0.1	-1.8	35
CS(=O)(=O)N(CC(=O)Nc1ccc2c(c1)OCO2)c1cc(C(F)(F)F)ccc1Cl	7	0.2	0.0	0
COC(=O)C1=C(N)N(c2ccc(S(N)(=O)=O)cc2)C2=C(C(=O)CC(C)(C)C2)C1c1cccnc1 (stereo not given)	1	-0.1	2.2	5
Cc1cnc(-c2ccc(N3CCN(C)CC3)cc2)nc1NCc1cccc(C(F)(F)F)c1	0	-0.1	-2.8	-13
O=C(Nc1cnc2ccccc2c1)NC1(c2ccccc2)CC1	-10	-0.1	0.9	-5
O=C(O)CN1C(=O)/C(=C\c2cccc(OC(=O)c3ccccc3)c2)SC1=S	-9	-0.1	0.4	-7
CCOc1ccc(NC(=O)c2ccc(S(=O)(=O)N3CCOCC3)cc2)cc1	-2	0.0	-0.1	-12
CC(C)=NNc1nnc2c(n1)[nH]c1ccc(C)cc12	7	-0.3	-0.2	1
CC(C)(C)OC(=O)N1CCN(CN2C(=O)/C(=C\c3ccc4c(c3)OCO4)NC2=S)CC1	11	0.0	0.0	-2
O=C1N[C@@H](Cc2cnc[nH]2)C(=O)N2CCN(Cc3ccsc3)C[C@H]12	-6	0.1	0.7	-22
Cc1ccc(NC(=O)C2C3C=CC4(O3)C2C(=O)N(Cc2ccccc2F)C4C(=O)NC2CCCCC2)cc1C (stereo not given)	1	0.0	-1.5	-2
COc1cc(NC(=O)c2nnn(Cc3ccc(SC)cc3)c2N)cc(OC)c1	7	0.2	-0.4	13
CCOC(=O)c1sc(NC(=O)c2cc3cc(OC)ccc3oc2=O)c(C#N)c1C	1	-0.1	0.6	-21
CCC(C)Oc1ccc(/C=C2/NC(=O)NC2=O)cc1Cl (stereo not given)	-26	0.5	-0.4	18
CC(C)N(C(=O)COC(=O)c1c(Cl)cccc1Cl)C(C)C	-12	0.0	-1.1	-7
O=C1N/C(=N\S(=O)(=O)c2ccccc2)S/C1=C/c1ccco1	1	-0.1	-1.2	12
NS(=O)(=O)c1ccc2nc(NC(=O)COc3ccccc3)sc2c1	-3	-0.1	-0.9	5
Cc1[nH]n(-c2cccc(Cl)c2)c(=O)c1/C=N/n1cnnc1	1	0.1	-2.2	1
Cc1ccccc1-c1nc(SC(C)C(=O)O)c2c(=O)n(C)c(=O)n(C)c2n1 (stereo not given)	-1	0.0	-1.3	5
Cc1ccnc(SCCn2c(N3CCCC(C)C3)nc3c2c(=O)n(C)c(=O)n3C)n1 (stereo not given)	-15	0.2	0.7	20
CC1CCN(C(=O)c2cccn3c(=O)c4cc5ccccc5cc4nc23)CC1	-2	-0.1	-0.6	3

Quoted at random: three entries already listed.
SMILES	TEAD-YAP inh	FBW7 activator	GPR151 ag	MITF inh
COc1cc(NC(=O)c2nnn(Cc3ccc(SC)cc3)c2N)cc(OC)c1	7	0.2	-0.4	13
N#Cc1ccccc1CS(=O)(=O)c1nc2ncccc2[nH]1	-1	0.0	0.9	2
Cc1[nH]n(-c2cccc(Cl)c2)c(=O)c1/C=N/n1cnnc1	1	0.1	-2.2	1

Continuation:
SMILES	TEAD-YAP inh	FBW7 activator	GPR151 ag	MITF inh
COc1ccc(/C=C/C(=O)c2c(C)nc3ccccn23)cc1	-24	0.0	-2.3	12
CC1=C(C(=O)OCCc2ccccc2)C(c2ccc(Cl)cc2)NC(=O)N1 (stereo not given)	-5	0.9	-1.6	10
CC1(C)CC(=O)C2=C(C1)Nc1ccccc1S2	2	0.3	-1.7	9
COc1ccc(NC(=O)C(NS(=O)(=O)c2cccs2)C(C)C)c(OC)c1 (stereo not given)	5	0.1	0.0	-19
COc1ccc2cc(N)cnc2c1	-20	0.1	-1.3	6
CC(C)C(=O)NCCS(=O)(=O)N1CCN(CCc2ccccc2)CC1	-5	0.1	0.4	8
Cc1cc(Cl)c(S(=O)(=O)N2CCc3ccccc32)cc1OCC(N)=O	7	0.3	0.0	17
Cc1ccc(S(=O)(=O)N2C(=O)CCC2C(=O)Nc2ccc(Nc3ccccc3)cc2)cc1 (stereo not given)	2	-0.1	0.6	22
Cc1cccn2cc(CCNC(=O)c3ccc(Br)o3)nc12	0	0.2	0.9	-20
COCCCNC(=O)CN1C(=O)c2ccccc2S1(=O)=O	9	0.8	-0.1	6
CCOC(=O)/C(=N\OC(C)=O)C(=O)c1ccccc1	-9	0.0	0.7	1
Cc1ccc(Nc2nc(-c3sc(N)nc3C)cs2)cc1Cl	-12	-0.4	-0.5	6
CN(Cc1ccccc1)S(=O)(=O)c1ccc(C(=O)Nc2nc(-c3ccncc3)cs2)cc1	13	0.5	1.0	13
CC1(C)Oc2ccc(C(=O)N3CCCC3)cc2N(CC(=O)N2CCOCC2)C1=O	-7	-0.1	0.5	-3
Cc1ccc(Cc2cnc(NC(=O)C3CCCO3)s2)cc1 (stereo not given)	-79	-0.1	0.3	-5
COC(=O)c1ccccc1S(=O)(=O)C(C)(C)C	11	0.1	0.5	0
CCOC(=O)C1=C(c2ccccc2)NC(=S)NC1c1cccs1 (stereo not given)	3	0.1	-0.7	9
S=C(NCc1cccnc1)Nc1ccc(Br)cc1	-10	0.2	2.9	-11
O=C(Nc1nc(-c2ccc(F)cc2)cs1)c1sc2ccccc2c1Cl	-8	0.0	0.0	3
Cc1ccc(C)c(N2CCN(c3ncnc(N)c3[N+](=O)[O-])CC2)c1	6	-0.1	-1.5	-4
O=C(NCCNc1ccc(Cl)cc1[N+](=O)[O-])C1CCCN1S(=O)(=O)c1ccc2ccccc2c1 (stereo not given)	-2	-0.2	1.1	2
COC(=O)c1ccc(C(=O)NCC2(c3cccs3)CCCC2)cc1	-17	0.0	1.1	-5
c1ncc(-c2cnc(Nc3ccc(N4CCOCC4)cc3)c3nccn23)cn1	9	0.0	-0.4	2
C=CCNC(=O)/C(=C\c1ccc(Br)cc1)NC(=O)c1ccccc1OC	6	0.0	2.6	3
COCCNC(=O)c1c[nH]c2ccc(S(=O)(=O)N(C)c3cc(C)ccc3C)cc2c1=O	1	0.1	1.6	-8

(more compounds)
SMILES	TEAD-YAP inh	FBW7 activator	GPR151 ag	MITF inh
CCN(CC)C(=O)C1CCCN(c2nccc(N)n2)C1 (stereo not given)	1	0.2	-0.9	-7
Cc1ccc(S(=O)(=O)N(CC(=O)NC2CC2)Cc2ccc(Cl)cc2)cc1	2	0.0	-0.5	8
O=C(O)CCCS(=O)(=O)c1nc(-c2cccs2)cc(C(F)(F)F)n1	7	0.1	1.1	-2
CN1CCN(C(=O)c2cc(S(=O)(=O)N3CCCCC3)c[nH]2)CC1	-5	0.0	5.3*	7
Cc1ncc(CO)c2c1Oc1nc(-c3ccc(F)cc3)nc(SCC(N)=O)c1C2	-4	0.1	-1.9	-13
CN1C(=O)c2ccccc2C(C(=O)N2CCCCCC2)C1c1c[nH]c2ccccc12 (stereo not given)	1	-0.2	-0.6	-8
O=C(COc1ccc(Cl)cc1)N/N=C/c1cccnc1	-6	0.1	0.2	10
Cc1cccc(Nc2nc3ccccc3n3nnnc23)c1C	-39	-0.1	-0.9	-6
CCOC(=O)C1(CC2CCCCO2)CCN(S(=O)(=O)Cc2ccccc2)CC1 (stereo not given)	0	0.0	-0.8	9
O=C(COC(=O)c1cccnc1Cl)Nc1ncc(C(F)(F)F)cc1Cl	1	0.2	0.1	-5
COc1ccc(NC(=O)c2ccc(-c3ccc(Cl)cc3)o2)cc1Cl	-10	0.0	3.5	0
Cc1ccc(NC(=O)Cn2cnc3sc(C(=O)NCCN4CCOCC4)c(C)c3c2=O)cc1Cl	-4	0.2	-1.3	-4
COCCNC(=S)N(Cc1cc2cc(C)ccc2n2nnnc12)C1CCCCC1	-2	0.8	-0.5	14
CCCCCn1c(SCc2cccc(C)c2)nc2c1c(=O)[nH]c(=O)n2C	-6	0.0	0.5	4
CCS(=O)(=O)N1CCN(c2ccc(Cl)cc2[N+](=O)[O-])CC1	8	0.0	0.4	5
COc1ccc(CCNC(=O)/C=C/C(=O)O)cc1	4	-0.1	4.3	1
CCOC(=O)CSc1nc2c(sc3ccccc32)c(=O)n1Cc1ccco1	2	0.2	-0.8	2
Cc1cc(NC(=O)c2cccc(Br)c2)nc2c1c(=O)oc1ccccc12	-8	0.1	0.6	5
NC(=O)c1ccc(NC(=O)c2nc(-c3ccccc3)n(-c3ccccc3)n2)cc1	4	0.1	0.5	-10
COc1ccc(NC(=S)Nc2ccc(F)cc2)c(OC)c1	0	0.0	-1.0	6
O=C(NCc1ccc(F)cc1)c1cc(=O)[nH]c2ccc(S(=O)(=O)N3CCCC3)cc12	0	0.0	0.0	-10
COc1ccc2cc(CN(CCCO)S(=O)(=O)c3ccc(C(C)=O)cc3)c(=O)[nH]c2c1	-1	0.0	-0.1	10
COc1ccccc1NC(=O)c1oc2cccnc2c1NC(=O)c1ccccc1F	31	-0.1	0.0	1
O=C(Nc1cccc(N2CCC(NCc3ccc(Cl)s3)CC2)c1)c1ccncc1	4	-0.1	-0.9	-2
O=C(CCOc1ccccc1)Nc1nnc(-c2ccco2)o1	6	0.0	0.0	0

An excerpt from above in order of formula weight, lowest first:
SMILES	TEAD-YAP inh	FBW7 activator	GPR151 ag	MITF inh
CCN(CC)C(=O)C1CCCN(c2nccc(N)n2)C1 (stereo not given)	1	0.2	-0.9	-7
CN1CCN(C(=O)c2cc(S(=O)(=O)N3CCCCC3)c[nH]2)CC1	-5	0.0	5.3*	7
COc1ccc(NC(=O)c2ccc(-c3ccc(Cl)cc3)o2)cc1Cl	-10	0.0	3.5	0
CN1C(=O)c2ccccc2C(C(=O)N2CCCCCC2)C1c1c[nH]c2ccccc12 (stereo not given)	1	-0.2	-0.6	-8
COCCNC(=S)N(Cc1cc2cc(C)ccc2n2nnnc12)C1CCCCC1	-2	0.8	-0.5	14
O=C(Nc1cccc(N2CCC(NCc3ccc(Cl)s3)CC2)c1)c1ccncc1	4	-0.1	-0.9	-2
Cc1ccc(NC(=O)Cn2cnc3sc(C(=O)NCCN4CCOCC4)c(C)c3c2=O)cc1Cl	-4	0.2	-1.3	-4

Reformatted with each value named: entries from further up.
SMILES: CN1C(=O)c2ccccc2C(C(=O)N2CCCCCC2)C1c1c[nH]c2ccccc12 (stereo not given)
  TEAD-YAP inh: 1	FBW7 activator: -0.2	GPR151 ag: -0.6	MITF inh: -8
SMILES: Cc1cccc(Nc2nc3ccccc3n3nnnc23)c1C
  TEAD-YAP inh: -39	FBW7 activator: -0.1	GPR151 ag: -0.9	MITF inh: -6

Other compounds.
SMILES	TEAD-YAP inh	FBW7 activator	GPR151 ag	MITF inh
CCOC(=O)N1CCN(S(=O)(=O)c2ccc(C(=O)Nc3nc(-c4ccc(C(C)C)cc4)cs3)cc2)CC1	-2	0.1	-1.1	2
CCOc1ccc(CN2CCN(C(=O)c3cccc(F)c3)CC2)cc1	19	-0.2	0.6	55*
CCC(=O)N1c2ccccc2NC2=C(C(=O)CC(c3ccccc3F)C2)C1c1ccc(C)cc1 (stereo not given)	-1	-0.1	1.7	-7
CCOC(=O)CCN(Cc1ccccc1F)S(=O)(=O)c1cccc(C(F)(F)F)c1	8	0.0	-1.2	-11
COc1ccc(CN[C@H]2C[C@H]3C(=O)N4CCC[C@H]4C(=O)N3C2)cc1	-16	-0.1	-1.7	-4
Cc1cccc(N2C(=O)c3ccc(C(=O)Nc4ccccc4)cc3C2=O)c1	0	-0.1	0.3	-1
CC(C)NC(=O)C(=O)Nc1ccccc1Cl	-41	0.1	0.0	-16
COc1cccc(OC)c1C(=O)Nc1ccc(S(=O)(=O)Nc2cc(C)on2)cc1	-7	0.1	2.1	-7
O=C(C[n+]1cccc(/C=N/O)c1)NC12CC3CC(CC(C3)C1)C2	6	0.1	-0.5	11
CC1=NN(c2ccc(S(N)(=O)=O)cc2)C(=O)/C1=C\c1ccc(-c2ccc(Br)cc2)o1	-4	-0.2	0.6	-6
CCc1ccc(C2CC(=O)Nc3cc4c(cc32)OCCO4)cc1 (stereo not given)	12	0.1	1.2	-6
NNc1nn2c(C(F)(F)F)nnc2c2ccccc12	4	-0.2	0.2	-5
Cc1cc(N)nc(-c2c(C)nn(C)c2C)n1	-6	-0.1	-0.1	8
OCc1ccc(CN2CCC[C@@H]3CN(C/C=C/c4ccccc4)CC[C@H]32)o1	-2	-0.1	-0.9	-5
CCOC(=O)C(=NCCCN1CCOCC1)NNc1cc(C(F)(F)F)ccc1Cl	4	0.1	0.5	-6
CCCCNS(=O)(=O)c1ccc2nc(SCC(=O)Nc3sccc3C#N)[nH]c2c1	6	-0.1	-2.3	-4
CCOC(=O)/C=C/C(=O)NNC(=O)CSc1nc2ccccc2s1	7	-0.1	0.7	18
Cc1ccccc1CNC(=O)c1oc2c(c1C)-c1[nH]ncc1CC2	-4	0.1	0.3	11
COc1ccc(N(C(=O)C(C)C)S(=O)(=O)c2ccc3c(c2)n(C)c(=O)n3C)cc1	5	-0.1	3.5	-7
COc1cc(C2NC(=O)NC(C)=C2C(=O)OC2CCCCCC2)cc(Br)c1O (stereo not given)	-7	0.0	2.3	10
CC(=O)c1cccc(-c2ccc(NC(C)c3ccc(F)cc3)nc2)c1 (stereo not given)	-41	-0.5	0.0	-1

Compound activity from PubChem BioAssay.
